SV40 large T antigen – SV40 large T antigen inhibitors, biochemical (AID 1903) | SV40 large T antigen ATPase/helicase inhibition assay; higher % means a stronger effect | inhibition, % at 20 µM, or IC50 in µM where a hit was titrated | 0.39% of 310,000 active; in the data active means a potency from the dose series; inconclusive means inhibition mostly from about 32% at the one dose, without a potency; inactive means the rest, 99 in 100 with inhibition below about 32%; further: strong numbers were not always called active
RSV CPE inhibition – RSV antiviral activity via CPE protection, HEp-2 cells, primary 10 µM value included (AID 2391); 0.13% of 310,000 active; CPE inhibition, % at 10 µM, or IC50 in µM where a hit was titrated; HEp-2 cells, RSV-induced CPE inhibition; higher % means a stronger effect; in the data active means a potency from the dose series; inconclusive means CPE inhibition mostly from about 23% at the one dose, without a potency; inactive means the rest, 99 in 100 with CPE inhibition below about 21%; further: strong numbers were not always called active
AID2073 – disruptors of CaV2.2 binding to Mint1 – biochemical, HTRF (AID 2073) | HTRF protein-protein interaction, Mint1-CaV2.2; higher % means a stronger effect | inhibition, % at 20 µM; hits with a dose series show IC50 in µM | 0.19% of 290,000 active; in the data active means inhibition mostly above about 51%, no sharp cut-off; inconclusive means no clear call, values can overlap the other calls; inactive means mostly below about 53%; further: some results filed as inactive read as strong as hits
West Nile virus CPE – West Nile virus antiviral activity, cell-based, CPE readout (AID 1621); West Nile virus-infected cells, CPE inhibition; higher % means a stronger effect; one-dose CPE inhibition, % at 10 µM; IC50 in µM for titrated hits; 0.02% of 290,000 active; in the data active means a potency from the dose series; inconclusive means CPE inhibition mostly from about 3.7% at the one dose, without a potency; inactive means the rest, 99 in 100 with CPE inhibition below about 2.2%; further: strong numbers were not always called active
SIAH1 antagonists – blockers of Siah-1 interaction with plectin peptide – biochemical, fluorescence polarization, rhodamine-plectin, uHTS, primary screen (AID 1817) | Siah-1 / rhodamine-plectin peptide fluorescence polarization; higher % means a stronger effect | one-dose displacement, % at 20 µM; IC50 in µM for titrated hits | 0.02% of 290,000 active;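 active means displacement of at least 50% at 20 µM, with a fluorescence ratio check between 0.3 and a set limit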;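 further: plate controls were Siah plus tracer with DMSO for no effect and tracer alone without Siah for full effect; strong numbers were not always called active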
Dengue-2 NS5 capping – flavivirus cap methylation enzyme inhibition – biochemical, confirmation dose response, primary screen (AID 588689); Dengue-2 NS5 methyltransferase capping enzyme assay, biochemical; higher % means a stronger effect; inhibition, % at 25 µM; hits with a dose series show IC50 in µM; 0.3% of 340,000 active; in the data active means a potency from the dose series; inconclusive means inhibition above about 29% without an active follow-up result
NTR1 agonist – agonists of NTR1, primary screen, imaging, U2OS cells, beta-arrestin-GFP, high content (AID 493036); P30989; NTR1-U2OS beta-arrestin-GFP spot imaging, agonist mode; activation, % at 20 µM; 0.17% of 330,000 active;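 active means activation at or above 40% of the spot to cytoplasm intensity ratio, with at least 20 cells analyzed; inconclusive means wells under 20 cells, flagged as cytotoxic or low count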;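 further: 0% = DMSO without peptide and 100% = 100 nM NTR1 peptide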
Target sequence (P30989 whole entry, looked up): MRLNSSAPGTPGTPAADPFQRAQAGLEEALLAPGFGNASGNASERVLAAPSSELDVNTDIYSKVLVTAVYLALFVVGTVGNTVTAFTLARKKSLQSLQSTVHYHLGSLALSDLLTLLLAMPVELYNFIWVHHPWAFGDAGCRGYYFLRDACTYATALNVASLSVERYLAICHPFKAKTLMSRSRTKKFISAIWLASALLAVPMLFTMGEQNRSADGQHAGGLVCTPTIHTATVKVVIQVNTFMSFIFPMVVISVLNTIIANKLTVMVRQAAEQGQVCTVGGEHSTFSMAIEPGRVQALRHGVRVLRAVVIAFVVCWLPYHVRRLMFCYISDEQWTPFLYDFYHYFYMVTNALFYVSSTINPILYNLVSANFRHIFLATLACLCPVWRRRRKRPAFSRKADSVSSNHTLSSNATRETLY
Rac1 GTP hydrolysis – MgcRacGAP GTPase-activating activity inhibitors, confirmation, biochemical, ADP Hunter fluorescence; MgcRacGAP-stimulated Rac1 GTP hydrolysis, ADP Hunter fluorescence; higher % means a stronger effect; GST-tagged Rac1 F28L mutant substrate; inhibition, % at 30 µM, or IC50 in µM where a hit was titrated; 0.6% of 340,000 active;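 active means first-screen hits whose inhibition reached a set limit at any dose in the follow-up dose series; inconclusive means inhibition above the set first-screen limit but never retested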;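 further: fluorescence reports GDP produced by GAP-driven GTP hydrolysis; strong numbers were not always called active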
UTI89 phage lysis – inhibition of K1F phage lysis, E. coli UTI89, bacterial capsule biogenesis inhibitors, alamar blue (AID 488966); E. coli UTI89 K1F phage lysis, alamar blue, 2 h; higher % means a stronger effect; 0.02% of 340,000 active; one-dose inhibition, % at 100 µM; IC50 in µM for titrated hits;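 active means phage lysis inhibition, versus mean bacterial control, above a set limit; inconclusive means no clear call, values can overlap the other calls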;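 further: capsule biogenesis inhibitors block K1F phage lysis so surviving cells raise fluorescence; higher fluorescence means more inhibition of phage lysis; actives were called in the ten point dose series up to 300 µM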
NTR1 agonist cell count 20 µM – recorded beside NTR1 agonist, whose call it bears; cell count; measured here: cell count, cytotoxicity flag
Dengue-2 NS5 capping pilot replicate – further read-out of Dengue-2 NS5 capping, marked with its call; inhibition, %; measured here: pilot screen replicate inhibition
An asterisk follows results filed as active; ? = inconclusive; . = not tested or not shown; & = joins results of further samples; [ ] = remark or other dose.

SMILES	SV40 large T antigen	RSV CPE inhibition	AID2073	West Nile virus CPE	SIAH1 antagonists	Dengue-2 NS5 capping	NTR1 agonist	NTR1 agonist cell count 20 µM	Rac1 GTP hydrolysis	UTI89 phage lysis	others
N#C/C(=C(/O)c1ccc(S(=O)(=O)N(CCCl)CCCl)cc1)c1nc2ccccc2[nH]1	15.7%	0.4%	35.2%	0.0%	2.7%	-5.0%	-1.1	57	0.3%	0.6%[50 µM]
COC(=O)CNC(=O)c1cn(CCC#N)nc1-c1ccc(F)cc1	21.3%	0.4%	-8.3%	0.3%	4.5%	-3.0%	1.4	54	4.8%	0.4%
CCCn1cc2c3c(cccc31)C1CC(C)CN(C)C1C2 (stereo not given)	.	.	6.9%	0.0%	-0.8%	.	0.9	90	.	.
COc1ccc(OC)c(-n2c(O)c(C=Nc3c(C)n(C)n(-c4ccccc4)c3=O)c(=O)[nH]c2=S)c1	13.1%	0.9%	-2.2%	0.7%	2.0%	.	-1.4	33	.	.
COc1ccc(OC)c(-n2c(O)c(C=NCc3ccc4c(c3)OCO4)c(=O)[nH]c2=O)c1	10.9%	1.8%	3.1%	-0.6%	-4.1%	6.1%	1.5	81	4.3%	0.3%	Dengue-2 NS5 capping pilot replicate=1.2
c1cc2c(cc1CN1CCNCC1)OCO2	6.6%	0.7%	7.2%	-0.5%	-6.5%	-86.5%	-1.1	98	8.1%	0.2%
NCCCP(=O)(O)CCc1ccccc1	13.8%	-0.5%	-7.0%	0.1%	5.6%	0.3%	0.1	59	-0.3%	1.3%
CN1CCN(Cc2ccc(Br)s2)CC1	7.1%	-1.8%	-2.6%	0.3%	2.0%	0.7%	-0.2	63	22.6%	-0.2%
CCC(=NCCc1ccccc1)c1c(O)n(C)c(=O)n(C)c1=O	8.3%	3.9%	-6.7%	-1.8%	14.5%	-8.5%	0.2	55	2.7%	0.5%
CCOc1cc2c(cc1OCC)-n1cccc1C(c1ccc(OC)c(OC)c1)NC2 (stereo not given)	25.5%	8.9%	9.0%	-2.0%	2.4%	-6.1%	0.2	86	6.8%	-0.2%
COc1ccccc1OCCCn1cc(C(=O)C2CC2)c2ccccc21	-7.0%	?	-9.2%	-1.6%	4.2%	-1.5%	3.4	51	-8.2%	0.0%
CCCCCn1c(=O)c(C(=O)Nc2cccc(C)n2)c(O)c2ccccc21	5.0%	5.7%	6.9%	-1.8%	-1.7%	-7.2%	0.7	40	9.0%	0.2%	Dengue-2 NS5 capping pilot replicate=-4.0
COc1ccc(CNCCc2ccc3c(c2)OCO3)c(OC)c1OC	1.5%	-0.6%	11.2%	-0.4%	5.1%	-0.7%	0.5	58	27.7%	0.2%
O=S(=O)(c1ccc(Cl)cc1)N1CCCCC1c1cccnc1 (stereo not given)	7.9%	-0.5%	2.1%	-0.8%	3.4%	-7.4%	0.0	54	3.7%	-0.9%
CC(=O)NC(Cc1ccc(N(CCCl)CCCl)cc1)C(=O)NC(C(=O)O)C(C)C (stereo not given)	2.2%	-1.6%	-0.9%	0.4%	-1.1%	-6.5%	-1.3	73	4.0%	2.9%
N#Cc1ccc(NC(=O)CN2C(=O)NC3(CCCC3)C2=O)cc1Cl	3.9%	4.3%	9.1%	-0.4%	-1.3%	-9.2%	0.3	40	6.8%	0.1%
CC(C)CC1C(C#N)=C(N)Oc2c1c(=O)oc1ccccc21 (stereo not given)	4.3%	-0.2%	4.5%	0.4%	-0.6%	-9.7%	-0.8	79	4.3%	-0.2%
Cc1cccnc1-n1c(C)nc2ccccc2c1=O	3.9%	1.5%	8.4%	0.5%	-3.1%	4.3%	-1.7	44	2.1%	1.1%
Cc1cc(/C=C2\C(=O)NC(=O)N(c3ccc(F)cc3)C2=O)c(C)n1-c1cccc(C(=O)O)c1	17.2%	0.8%	25.7%	0.0%	-0.7%	.	-0.8	49	.	.
Fc1ccccc1N1CCN(Cc2c(F)cccc2F)CC1	-3.0%	0.1%	3.7%	0.4%	4.7%	-4.0%	0.4	53	24.3%	-0.4%

Next section, overlapping the part above by four compounds.
SMILES	SV40 large T antigen	RSV CPE inhibition	AID2073	West Nile virus CPE	SIAH1 antagonists	Dengue-2 NS5 capping	NTR1 agonist	NTR1 agonist cell count 20 µM	Rac1 GTP hydrolysis	UTI89 phage lysis	others
CC(C)CC1C(C#N)=C(N)Oc2c1c(=O)oc1ccccc21 (stereo not given)	4.3%	-0.2%	4.5%	0.4%	-0.6%	-9.7%	-0.8	79	4.3%	-0.2%
Cc1cccnc1-n1c(C)nc2ccccc2c1=O	3.9%	1.5%	8.4%	0.5%	-3.1%	4.3%	-1.7	44	2.1%	1.1%
Cc1cc(/C=C2\C(=O)NC(=O)N(c3ccc(F)cc3)C2=O)c(C)n1-c1cccc(C(=O)O)c1	17.2%	0.8%	25.7%	0.0%	-0.7%	.	-0.8	49	.	.
Fc1ccccc1N1CCN(Cc2c(F)cccc2F)CC1	-3.0%	0.1%	3.7%	0.4%	4.7%	-4.0%	0.4	53	24.3%	-0.4%
Cc1ccc(-n2c(O)c(C=N)c(=O)n(-c3ccc(C)cc3)c2=O)cc1	6.0%	2.0%	8.8%	-0.2%	0.9%	-3.9%	-1.0	56	11.0%	-0.2%
Cc1nccc2c1[nH]c1ccc(Br)cc12	14.1%	.	.	.	.	-8.7%	0.0	77	4.1%	-11.9%
CC1(C)C(C(=O)NN2C(=O)c3ccccc3C2=O)C1(C)C	17.6%	0.2%	-0.9%	0.0%	-1.7%	-5.5%	-1.2	45	8.1%	2.0%
O=C(O)c1ccccc1NC(=O)N1C[C@H]2C[C@@H](C1)c1cccc(=O)n1C2	7.2%	1.0%	8.5%	-0.3%	-4.0%	-5.6%	-1.6	87	-4.3%	0.4%
C/C(=N\NC(=O)c1ccncc1)c1c(O)n(Cc2ccccc2)c(=O)[nH]c1=O	2.1%	1.4%	12.9%	1.0%	-1.2%	-16.1%	3.2	36	6.6%	1.7%
O=c1[nH]oc2c1CCNC2	16.9%	1.2%	.	.	.	-2.9%	2.9	68	4.2%	3.2%
COC(=O)C1=C(c2cccc(OCc3ccccc3)c2)C[C@@H]2CC[C@H]1N2C(=O)NCCOc1ccccc1	.	2.2%	.	.	.	0.8%	1.9	47	7.9%	1.7%
N#CCCn1cc(C(=O)Nc2ccccc2Br)c(-c2ccc([N+](=O)[O-])cc2)n1	6.1%	1.6%	5.6%	-0.3%	3.3%	-3.8%	1.2	47	4.9%	0.7%[50 µM]
COc1ccccc1-n1c(-c2ccccc2Br)nc2ccccc2c1=O	-13.6%	1.3%	11.4%	0.4%	-4.2%	-4.6%	0.1	88	5.2%	0.5%
C/C=C1/C[N+]2(C)CCC34C(=C(C=O)[C@H]1C[C@@H]32)Nc1ccccc14 (stereo not given in full)	17.1%	0.2%	.	.	.	3.7%	-1.5	57	1.6%	-0.2%
CC(NCc1ccccc1C(F)(F)F)C(O)c1ccccc1 (stereo not given)	9.1%	0.3%	4.5%	-1.1%	-2.2%	7.6%	-0.6	46	-1.3%	3.0%[50 µM]
O=Cc1cn(Cc2cccc([N+](=O)[O-])c2)c2ccccc12	2.2%	?	0.3%	-0.6%	-5.2%	-7.7%	-0.2	59	1.4%	2.3%
N=c1sccn1Cc1ccc(Cl)cc1Cl	7.9%	0.8%	3.6%	-0.6%	-3.2%	-0.7%	2.4	67	3.2%	1.3%[50 µM]
Oc1ccc2c3c1O[C@H]1[C@@H](O)CC[C@@]4(O)[C@@H](C2)N(CC2CCC2)CC[C@]314	5.7%&24.4%	0.5%&0.3%	.	.	.	-11.9%&-6.6%	-0.8&-0.4	50&74	7.2%&7.3%	2.2%&4.3%
CC1CN(O)C2CCc3c(no[n+]3[O-])C12O (stereo not given)	13.8%	1.6%	-5.3%	-0.6%	-3.0%	-1.6%	-0.7	80	-2.6%	1.9%
COc1ccc(NC2=NCCCS2)cc1OC	11.6%	0.3%	2.6%	0.3%	3.0%	2.4%	-1.5	57	0.1%	0.3%
COc1cccc(C2C([N+](=O)[O-])=C(N)Oc3c2c(=O)oc2ccccc32)c1 (stereo not given)	9.5%	0.2%	3.4%	-0.1%	-0.6%	1.6%	-2.3	100	4.3%	0.4%
C[C@H]1[C@@H](c2ccccc2)O[C@@H](c2ccccc2Br)N1C	3.1%	2.4%	.	.	.	-4.1%	2.5	88	13.2%	0.3%
COc1ccccc1N1CCN(Cc2cccc(Br)c2)CC1	26.5%	2.9%	1.8%	-1.0%	2.6%	-10.9%	0.5	81	130µM*	0.3%
CN1CCN(c2ccc3c(c2)S(=O)(=O)c2ccccc2C3=O)CC1	2.2%	0.2%	.	-0.1%	.	24.1%	-4.8	78	9.6%	0.1%
O=P(O)(O)Cc1c(Cl)cccc1Cl	5.0%	0.8%	6.4%	-0.4%	-6.0%	9.9%	-1.1	83	-22.4%	0.0%
Cc1cc(Cl)ccc1OCC(=O)O	7.1%&23.0%	-1.2%	-6.6%	0.0%	3.8%	-3.7%	1.3	48	-3.1%	-3.6%
Cc1cccc(C(=O)Nc2ccc(Cl)cc2C(=O)c2ccccc2)c1	11.0%	3.1%	-4.5%	-0.1%	-0.2%	-7.0%	5.6	85	0.5%	5.6%
c1ccc2c(CNC3CCCCC3)c[nH]c2c1	5.4%	4.8%	45.5%	-0.7%	6.9%	.	0.1	76	.	.
S=C(NC1CCCCC1)N1CCC(c2cnc[nH]2)CC1	6.8%	-1.1%	.	-0.7%	.	83.4%	1.7	65	8.3%	-4.3%
O=c1[nH]c(=S)[nH]c(O)c1N=Nc1ccc(OC(F)F)cc1	5.2%	7.8%	-8.3%	0.9%	1.6%	-11.6%	2.1	53	6.2%	0.2%
Cn1c(=O)cc(SCC(=O)N2CCC3(CC2)OCCO3)c2ccccc21	15.8%	2.2%	18.0%	1.7%	-2.4%	-6.5%	.	.	3.9%	0.2%
Cc1ccc(-n2c(O)c(C=NCc3cccnc3)c(=O)[nH]c2=O)cc1C	13.6%	0.3%	-8.4%	0.3%	-0.3%	5.9%	-0.6	51	12.7%	0.1%
CCOC(C(=O)OCC(O)CN(CC)CC)(c1ccccc1)c1ccccc1 (stereo not given)	2.0%	-0.3%	-10.3%	0.5%	2.2%	-4.0%	-2.0	54	7.9%	-1.4%
CC(=O)CC(c1ccccc1[N+](=O)[O-])c1c(O)c2ccccc2oc1=O (stereo not given)	8.6%	4.4%	3.1%	1.3%	11.6%	-6.2%	-0.4	51	-0.4%	-0.4%
COc1cc(/C=C/c2nc3ccccc3c(=O)n2-c2ccccc2O)ccc1O	21.1%	11.7%	.	-0.4%	-2.7%	-39.6%	1.5	89	40.6µM*	0.1%

Some of the compounds tested. The share of hits here may be higher or lower than overall.
